# GALK inh – inhibitors of human galactokinase; P51570; Purified GALK, Kinase-Glo residual ATP luminescence; Potency, µM (doses to about 57.5 µM), without a hit: at the top dose activity change, negative = inhibition, usual class: inhibitors; 0.007% of 270,000 active; note: potency is the fitted concentration of half-maximal effect; % is set by controls: 0 for no effect and ±100 for the full control effect
#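 Luminescence from leftover ATP (Ultra-Glo luciferase/luciferin) served as read-out after a 1 h room-temperature reaction of 5 nM GALK with 35 uM ATP and 100 uM galactose.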
# ASM inhibitor – inhibitors of human secretory acid sphingomyelinase; P17405; placental ASM, HMU-PC fluorogenic substrate, 60 min; Potency, µM (titrated, usually from 57.5 µM), without a hit: at the highest dose activity change, negative = inhibition, hits mostly inhibitors; 0.006% of 340,000 active; note: potency is the fitted concentration of half-maximal effect
#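 Human placenta-derived ASM enzyme was preincubated with compound for 10 minutes at room temperature, then given fluorogenic substrate HMU-PC0 (9 uM final) for 60 minutes at 37 °C; a pH 10 stop preceded fluorescence reading at Ex 386/Em 447 nm.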
# Integrin act MD – activators of alpha7 integrin expression for muscular dystrophy; 0.064% of 350,000 active; Potency, µM (doses to about 38.3 µM), for the others: top-dose activation, hits mostly activators; alpha7betagal myoblasts, beta-gal FDG fluorescence, 48 h;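 note: potency is the fitted concentration of half-maximal effect; 100% = response of the positive control SU9516; nearly all actives have a fitted effect of over 60% in size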
#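 Alpha7betagal+/- myoblasts (passage 13) were plated 16-24 hr, then exposed to compounds (1:260 dilution of DMSO stock) for 48 hours at 37C. After MPER lysis, β-galactosidase reporter activity was read as FDG fluorescence (ex 480/em 540) after 30 minutes.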
# Coupling enz – counter-screen for Giardia aldolase inhibitors: coupling enzyme system. 0.67% of 290,000 active. activity change, negative = inhibition, % at 58.2 µM, hits read low. coupling enzyme system counterscreen, AmpLite Red fluorescence; in the data active = activity change below about -30%; note: % is set by controls: 0 for no effect and ±100 for the full control effect
#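 Counterscreen lacking aldolase: glyceraldehyde-3-phosphate coupling-enzyme reagent preincubated 10 min at RT with compound (at 57.5 uM final), then substrate/coupling system with AmpLite Red added; fluorescence read at 525/598 nm after 20 min RT.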
# Tb PFK block – T. brucei PFK enzyme inhibition; T. brucei PFK, ADP-Glo luminescence; Potency, µM (highest dose often 57.5 µM), inactives show at the highest dose activity, negative = inhibition, most hits filed as inhibitors; 0.17% of 330,000 active; AID 485367;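 note: potency is the fitted concentration of half-maximal effect; 0% = uninhibited 1x PFK enzyme wells and -100% = no-enzyme wells; nearly all actives have a fitted effect of over 60% in size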
#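 In TEA buffer at pH 8.0 with 5 mM MgCl2, enzyme (1.25 nM) converted F6P (0.5 mM) and ATP (0.1 mM) for 45 min at room temperature. ADP product was read by luciferase luminescence.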
# PKM2 act – activators of human pyruvate kinase M2; purified PKM2, Kinase-Glo ATP luminescence, activation; response scale: 0% is enzyme alone, no compound; Potency, µM (doses to about 57.5 µM), inactives show top-dose activation, most hits filed as activators; 0.34% of 260,000 active; note: potency is the fitted concentration of half-maximal effect; % is set by controls: 0 for no effect and ±100 for the full control effect; nearly all actives have a fitted effect of over 55% in size
#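 Purified hPK-M2 (>95%) run at intermediate activity with 0.1 mM ADP and 0.5 mM PEP in 50 mM imidazole pH 7.2, KCl, MgCl2; 1 h room temperature. ATP formed read by Kinase-Glo luminescence; normalized to uninhibited and no-enzyme controls.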
# PTAP TSG101 blk – blocks PTAP/TSG101 interaction to inhibit HIV-1 budding. Q99816. Fluorescence polarization, FITC-PTAP peptide / Tsg101 binding. Potency, µM (highest dose often 115 µM), inactives show top-dose activity change, negative = inhibition, most hits filed as inhibitors. 340,000 tested, under 10 active. AID 493005; active = well fitted inhibition curve with a large enough effect in the main read-out, with a control signal flat, not every such curve was filed as active; inconclusive = small, poorly fitted or top-dose-only effect, or effect the other way, or a change in a side signal; inactive = no such curve, though single readings can be large or run the other way; note: potency is the fitted concentration of half-maximal effect; % of control where 0% means no effect
# Target sequence (Q99816 whole entry, looked up): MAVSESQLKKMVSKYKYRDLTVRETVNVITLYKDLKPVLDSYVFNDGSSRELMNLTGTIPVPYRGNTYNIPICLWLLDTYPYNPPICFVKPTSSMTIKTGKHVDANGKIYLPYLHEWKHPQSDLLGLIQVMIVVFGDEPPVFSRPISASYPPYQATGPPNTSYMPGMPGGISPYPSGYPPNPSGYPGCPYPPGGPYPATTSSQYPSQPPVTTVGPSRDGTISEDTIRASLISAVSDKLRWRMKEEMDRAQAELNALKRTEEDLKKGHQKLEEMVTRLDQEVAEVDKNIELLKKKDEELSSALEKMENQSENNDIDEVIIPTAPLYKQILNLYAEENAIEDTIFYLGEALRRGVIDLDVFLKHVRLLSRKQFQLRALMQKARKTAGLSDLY
#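 FP read-out: FITC-PTAP peptide, 50 nM final, binding Tsg101 binding domain, 10 uM final; 20 min, r.t.; 10 mM HEPES pH 7.5, 0.15 M NaCl, 0.01% Tween 20, 3 mM EDTA, 0.1 mM TCEP.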
# B2AR arrestin – recruits beta-arrestin to the human beta2-adrenergic receptor; beta-arrestin recruitment to beta2AR, cell-based reporter; 0.02% of 330,000 active; AID 492947; Potency, µM (highest dose often 46.1 µM), for the others: at the top dose activation, hits mostly activators; P07550;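 note: potency is the fitted concentration of half-maximal effect; 0% = DMSO controls and full agonism = EC100 isoproterenol or metaproterenol; nearly all actives have a fitted effect of over 65% in size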
# Target sequence (P07550 whole entry, looked up): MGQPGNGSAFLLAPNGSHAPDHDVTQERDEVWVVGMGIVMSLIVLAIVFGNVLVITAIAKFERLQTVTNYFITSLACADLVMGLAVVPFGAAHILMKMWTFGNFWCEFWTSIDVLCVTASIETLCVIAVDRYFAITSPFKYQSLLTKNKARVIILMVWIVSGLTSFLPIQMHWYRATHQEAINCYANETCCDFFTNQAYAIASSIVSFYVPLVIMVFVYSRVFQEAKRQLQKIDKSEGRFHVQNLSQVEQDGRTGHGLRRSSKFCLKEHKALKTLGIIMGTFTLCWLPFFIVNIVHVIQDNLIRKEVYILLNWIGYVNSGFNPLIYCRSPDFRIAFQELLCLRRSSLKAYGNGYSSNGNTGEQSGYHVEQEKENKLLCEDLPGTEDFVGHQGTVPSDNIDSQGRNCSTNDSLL
# Menin MLL FP TR – inhibitors of human menin-MLL interaction, mutant MLL peptide | Potency, µM (top dose mostly 61.6 µM), for inactives: top-dose FP activity change, negative = inhibition, most hits filed as inhibitors | Menin + Texas Red MLL mutant peptide, fluorescence polarization | AID 1768 | O00255 | 0.23% of 270,000 active; active = well fitted inhibition curve with a large enough effect in the polarisation, with a control signal flat, not every such curve was filed as active; inconclusive = small, poorly fitted or top-dose-only effect, or effect the other way, or a change in a side signal; inactive = no such curve, though single readings can be large or run the other way; the % refers to the polarisation; note: potency is the fitted concentration of half-maximal effect; % of control where 0% means no effect; many of its hits are not listed in these tables
# Giardia killer – Giardia lamblia killing; Giardia lamblia trophozoite viability; activity change, % at 7.66 µM, hits read low; 0.15% of 340,000 active; AID 540267; in the data active = activity change below about -80%; inconclusive = between about -30% and that limit;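 note: parasites exposed to compound for two days anaerobically before the ATP read; % is set by controls: 0 for no effect and ±100 for the full control effect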
#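 Giardia lamblia trophozoites (100 cells/well) were incubated with compounds for 48 h at 37 deg C under anaerobic conditions. Viability was read as ATP content by one-step luminescence after 15-30 min at room temperature.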
# BCR signal inh – chronic active BCR signaling inhibition | Potency, µM (titrated, usually from 46.1 µM), inactives show at the highest dose ratio change, negative = lower green/red ratio, most hits filed as inhibitors | 0.05% of 340,000 active | AID 493014 | ABC-DLBCL IkBa-CBG/CBR reporter, luminescence ratio, 4 h; active = well fitted inhibition curve with a large enough effect in the signal ratio, with a control signal flat, not every such curve was filed as active; inconclusive = small, poorly fitted or top-dose-only effect, or effect the other way, or a change in a side signal; the % refers to the signal ratio;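 note: potency is the fitted concentration of half-maximal effect; plate controls were basal doxycycline-induced cells for no effect and cells given 10 µM MG132 for full effect; MG132 reads +100%, hits lower the ratio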
#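 Concentration-response series (up to 46 uM) were applied to TMD8 dual-reporter cells for 4 h at 37C with doxycycline. Green/red ratio, after filter-overlap correction, defined %Activity; red signal alone was normalised to basal cells and zero luminescence.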
# * marks the source's active call; other numbers are inactive results; ? = inconclusive; / = not tested or not shown; [ ] = remark or other dose. Unless noted, calls come from the whole dose curve; as a rule, active = well fitted curve in the direction sought with a large enough effect; inconclusive = small, poorly fitted or top-dose-only effect, or another doubt; inactive = no such curve, though single readings can be large; an effect the other way counts as inactive or inconclusive. An excerpt (hit frequency here may not be typical).
Molecule	GALK inh	ASM inhibitor	Integrin act MD	Coupling enz	Tb PFK block	PKM2 act	PTAP TSG101 blk	B2AR arrestin	Menin MLL FP TR	Giardia killer	BCR signal inh
NC(=O)c1ccccc1NC(=O)CSC1=NCCS1	-3.1%	0.1%	-51.5%	1.7	-1.2%	3.4%	1.0%	0.1%	-1.1%	13.3	-9.9%
CCN(CC)C(=O)C1CCCN(Cc2cccc(Oc3ccccc3)c2)C1 (centres undefined)	-2.2%	0.6%	-37.6%	0.6	-0.4%	-3.7%	-3.7%	0.5%	/	-15.9	-24.2%
COc1ccc2c(c1OC)C(=O)N1C2SC[C@H]1C(=O)NCCC(C)C (some centres undefined)	0.9%	11.8%	0.0%	0.1	3.3%	/	-1.6%	0.4%	-22.6%	-5.6	-15.4%
Nn1c(SCc2ccc(Br)cc2)nnc1-c1cccnc1	0.3%	2.3%	4.8%	5.4	-14.8%	-2.3%	-2.8%	0.0%	/	-14.2	?
CN1CCc2c(n(CC(O)CNCc3ccccc3)c3ccccc23)C1=O (centres undefined)	2.3%	4.6%	-46.1%[inhibitor]	-24.3	2.2%	4.2%	-0.8%	0.1%	-29.1%	-7.6	-0.4%
CC(C)CNc1nc(N)c([N+](=O)[O-])c(NCc2ccccc2)n1	4.4%	-3.1%	-4.7%	-0.2	0.9%	/	-2.7%	-0.2%	21.2%	-9.8	-1.4%
Cc1cc(NC(=O)c2ccc3c(c2)C(=O)N(C)C3=O)no1	-2.5%	4.0%	8.4%	1.6	-9.2%	-10.4%	-2.9%	0.3%	13.3%	-12.1	28.3%
O=C1CN(C(=O)Cn2ncc(Cl)c(Cl)c2=O)c2ccccc2N1	-1.7%	2.3%	-70.9%[inhibitor]	-1.2	-3.7%	-0.2%	-0.9%	0.0%	3.2%	3.4	?
O=C(NCc1ccccc1F)C1CCC(=O)N(Cc2ccc(Cl)cc2)C1 (centres undefined)	-3.6%	4.5%	43.1%	/	-7.0%	/	2.0%	-1.0%	/	4.8	3.1%
CC(=O)c1ccc(NC(=O)CCc2nnc3ccc(N4CCCC4)nn23)cc1	-5.4%	2.7%	?	/	0.3%	/	-3.7%	-0.1%	/	-11.4	-0.3%
COc1cccc(OCC(O)CO)c1 (centres undefined)	-2.0%	1.2%	-8.3%	2.3	0.1%	-2.3%	-3.8%	-0.6%	-1.8%	-1.9	7.6%
O=C(Nc1ccccc1C(=O)N1CCCCCC1)c1ccccc1	-3.8%	-2.3%	-16.8%	0.2	3.7%	0.8%	-3.6%	-0.3%	/	-16.8	-1.0%
C/C(=N\Nc1nc2ccccc2s1)c1ccc2c(c1)OCO2	1.3%	1.2%	1.0%	4.3	-0.7%	-2.0%	0.0%	-0.3%	?	-12.1	-9.1%
CCCCn1c(N)c(N(CCOC)C(=O)COC(=O)COc2cc(C)c(Cl)cc2C(C)C)c(=O)[nH]c1=O	/	1.3%	3.4%	/	-1.0%	/	-6.7%	-0.3%	/	-9.2	?
CC(C)(C)n1nc2c(c1NC(=O)c1ccc([N+](=O)[O-])cc1)CS(=O)(=O)C2	-1.0%	-1.3%	-0.4%	2.4	-1.1%	/	-1.6%	0.1%	-1.9%	5.7	2.2%
CN(CC(=O)NC1CCCCC1)S(=O)(=O)c1ccc(Br)s1	4.5%	2.6%	-3.0%	-0.7	/	-4.3%	-1.0%	/	-7.4%	-6.6	/
Cc1ccnc(NC(=O)CCC(=O)N(CC(=O)NC2CCCCC2)CC2CCCO2)c1 (centres undefined)	4.4%	-0.6%	-7.5%	-0.2	-0.8%	4.6%	-1.0%	0.3%	-14.4%	6.0	0.0%
CCOc1cc(N2CCOCC2)c(OCC)cc1NCC(=O)N1CCN(Cc2ccccc2)CC1	-0.1%	-0.4%	-1.4%	-19.5	-20.1%	-11.0%	-1.1%	-1.1%	/	-5.8	?
O=[N+]([O-])c1ccc(Cl)c(S(=O)(=O)/N=C(/Nc2cccnc2)c2ccccc2)c1	/	8.9%	16.2%	/	-3.4%	/	-0.3%	-0.9%	/	16.0	-4.2%
Cc1cc(OCC(=O)Nc2cnn(CCCC(=O)O)c2)ccc1[N+](=O)[O-]	0.4%	-1.8%	17.5%	-6.8	-13.4%	-5.7%	0.7%	0.0%	6.1%	-15.8	0.1%
O=C(CCc1nc2ccccc2c(=O)[nH]1)OCC(=O)N1CCN(S(=O)(=O)c2ccccc2)CC1	-3.0%	2.0%	-11.6%	3.2	1.8%	15.4%	-3.7%	0.2%	-1.2%	5.0	-0.4%
O=C(CN(c1ccccc1)S(=O)(=O)c1ccc(F)cc1)NCc1cccs1	/	1.8%	8.3%	/	0.1%	/	-4.4%	0.0%	/	-9.2	?
CSc1ccccc1NC(=O)Cc1ccccc1[N+](=O)[O-]	0.6%	-1.9%	7.3%	5.8	5.6%	-4.6%	-1.8%	-0.9%	?	-5.3	?
Cc1ccccc1C(=O)Nc1cccc(NC(=O)Cn2cnc3c(=O)n(C)c(=O)n(C)c32)c1	-0.2%	0.6%	-23.3%[7.66 µM]	-1.3	-1.5%	11.7%	-7.3%	-1.2%	0.2%	7.0	?
CC(C)CN(C(=O)COC(=O)c1ccccn1)c1c(N)n(Cc2ccccc2)c(=O)[nH]c1=O	/	5.0%	-49.9%[inhibitor]	/	0.2%	/	-5.7%	0.1%	/	1.7	0.0%
CC(C(=O)N1CCOCC1)(c1ccccc1)c1ccccc1	-1.8%	0.8%	-1.3%	-6.6	-4.2%	-7.5%	/	-0.1%	-23.2%	-8.0	5.8%
CCCc1ccc2oc(C(=O)N3CCC(C(N)=O)(N4CCCCC4)CC3)c(C)c2c1	1.4%	-2.0%	-36.9%	0.7	0.6%	/	-4.2%	-0.7%	-14.3%	-9.6	5.4%
O=C(NCc1ccco1)c1cc2cc(Br)ccc2o1	5.3%	-3.9%	-21.8%	/	?	-5.4%	-2.8%	-1.0%	/	14.0	?
Cc1c(NS(=O)(=O)c2cc(C(=O)NCc3cccnc3)ccc2Cl)c(=O)n(-c2ccccc2)n1C	/	26.5%	-2.9%	/	7.6%	/	-3.7%	-0.4%	/	-11.2	0.2%
CC(=O)Nc1ccc(S(=O)(=O)NCCC(=O)OCC(=O)NNC(=O)c2ccccc2)cc1	/	-0.5%	21.5%	/	1.0%	/	-7.5%	0.5%	/	4.3	0.1%
Cc1ccc2c(NC(=O)c3ccc(Br)o3)cccc2n1	0.6%	3.7%	?	/	-3.0%	/	-7.6%	0.3%	/	-5.4	-9.6%
COc1ccc2oc(C(=O)OCC(=O)NC(=O)c3ccccc3)c(C)c2c1	4.1%	?	6.5%	0.7	-1.9%	-2.6%	-8.8%	-0.3%	?	-9.4	?
CC12CCC(=O)N1C(C(=O)NCCc1ccccc1)CS2 (centres undefined)	-5.2%	-1.2%	35.6%	/	0.6%	1.3%	-4.6%	-0.8%	/	10.7	0.4%
O=C(NC1CCc2ccccc21)c1cc(COc2c(F)cccc2F)on1 (centres undefined)	0.0%	-2.6%	-0.2%	-3.6	5.9%	0.3%	-5.7%	-0.4%	/	25.6	?
Cc1cccc(C)c1-n1c(C)nn(CCOc2ccccc2)c1=O	-0.6%	-1.2%	4.7%	-1.8	3.8%	-2.6%	-1.9%	-0.9%	-10.6%	5.5	-1.4%
O=C(CN1CCC(C(O)(c2ccccc2)c2ccccc2)CC1)Nc1ccccc1	-0.9%	-0.3%	-25.2%	8.7	-18.4%	0.0%	-7.8%	0.2%	-19.6%	17.2	?
O=C(N/N=C/c1ccc(OC(=O)c2ccccc2)cc1)c1ccc(CN2CCOCC2)cc1	3.5%	-7.0%	-6.3%	-2.3	1.5%	-14.3%	0.9%	0.4%	13.3%	-1.7	15.5%
c1ccc(Cc2nnc3sc(-c4ccco4)nn23)cc1	1.3%	-9.6%	-33.6%	3.6	-20.3%	0.9%	-0.5%	0.4%	3.6%[11.7 µM]	3.0	2.2%

# Assay outcomes deposited in PubChem by National Center for Advancing Translational Sciences (NCATS).
